Screening results as filed in PubChem BioAssay.
EPAC1 agonist: agonists of human EPAC1 | O95398 | EPAC1 agonist qHTS, biochemical assay; response scale: 100% = response to 6.5 mM cAMP | Potency, µM (top dose mostly 154 µM), without a hit: top-dose activation, most hits filed as activators | 360,000 compounds, 0.073% hits; note: nearly all actives have a fitted effect of over 60% in size
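Nucleotide exchange assay: 100 nM EPAC1 with 250 nM Rap1B loaded with BODIPY-GDP and 50 uM GDP, room temperature. Fluorescence (480/540 nm) read every 5 min for 30 min; signal change normalized to 6.5 mM cAMP as full agonist.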
PTHR1 ag: activates the human parathyroid hormone receptor PTHR1; Q03431; HEK293 GP2 PTHR1 cells, GloSensor cAMP luminescence, 1 h; Potency, µM (series often up to 115 µM), inactives show top-dose activation, usual class: activators; 410,000 compounds, 0.075% hits; note: nearly all actives have a fitted effect of over 55% in size; some results filed as inactive show a strong effect at the top dose; inactives centre near -15; many of its hits are not listed in these tables
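HEK-293-derived GP2 cells expressing PTHR1 and a GloSensor cAMP reporter, 3,000/well, plated overnight, given luciferin plus IBMX (each 0.5 mM as added) for 1 h at 37 °C, then compound for 1 h at 37 °C. Luminescence was read after 15 min at room temperature.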
TDP43 rescue: inhibitors of TDP-43 toxicity in yeast; TDP-43 expressing yeast growth rescue, BacTiter-Glo, 24 h; 410,000 compounds, 1.8% hits; Potency, µM (top dose mostly 46.1 µM), inactives show top-dose growth rescue (activation), hits mostly activators; note: % of control where 0% means no effect; nearly all actives have a fitted effect of over 50% in size
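Readout is BacTiter-Glo luminescence of cell growth, so inhibitors register as activators. TDP-43-expressing yeast at OD600=0.02 in galactose medium, after raffinose pregrowth to mid-log, were incubated with compound for 24 hr at 30 deg C.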
EPAC2 ag: activates human EPAC2 exchange factor. Q8WZA2. EPAC2 activation, biochemical qHTS; response scale: 100% = 6.5 mM cAMP response. Potency, µM (series often up to 154 µM), for inactives: at the highest dose activation, hits mostly activators. 360,000 compounds, 0.079% hits; note: nearly all actives have a fitted effect of over 50% in size
Target sequence (Q8WZA2 whole entry, looked up): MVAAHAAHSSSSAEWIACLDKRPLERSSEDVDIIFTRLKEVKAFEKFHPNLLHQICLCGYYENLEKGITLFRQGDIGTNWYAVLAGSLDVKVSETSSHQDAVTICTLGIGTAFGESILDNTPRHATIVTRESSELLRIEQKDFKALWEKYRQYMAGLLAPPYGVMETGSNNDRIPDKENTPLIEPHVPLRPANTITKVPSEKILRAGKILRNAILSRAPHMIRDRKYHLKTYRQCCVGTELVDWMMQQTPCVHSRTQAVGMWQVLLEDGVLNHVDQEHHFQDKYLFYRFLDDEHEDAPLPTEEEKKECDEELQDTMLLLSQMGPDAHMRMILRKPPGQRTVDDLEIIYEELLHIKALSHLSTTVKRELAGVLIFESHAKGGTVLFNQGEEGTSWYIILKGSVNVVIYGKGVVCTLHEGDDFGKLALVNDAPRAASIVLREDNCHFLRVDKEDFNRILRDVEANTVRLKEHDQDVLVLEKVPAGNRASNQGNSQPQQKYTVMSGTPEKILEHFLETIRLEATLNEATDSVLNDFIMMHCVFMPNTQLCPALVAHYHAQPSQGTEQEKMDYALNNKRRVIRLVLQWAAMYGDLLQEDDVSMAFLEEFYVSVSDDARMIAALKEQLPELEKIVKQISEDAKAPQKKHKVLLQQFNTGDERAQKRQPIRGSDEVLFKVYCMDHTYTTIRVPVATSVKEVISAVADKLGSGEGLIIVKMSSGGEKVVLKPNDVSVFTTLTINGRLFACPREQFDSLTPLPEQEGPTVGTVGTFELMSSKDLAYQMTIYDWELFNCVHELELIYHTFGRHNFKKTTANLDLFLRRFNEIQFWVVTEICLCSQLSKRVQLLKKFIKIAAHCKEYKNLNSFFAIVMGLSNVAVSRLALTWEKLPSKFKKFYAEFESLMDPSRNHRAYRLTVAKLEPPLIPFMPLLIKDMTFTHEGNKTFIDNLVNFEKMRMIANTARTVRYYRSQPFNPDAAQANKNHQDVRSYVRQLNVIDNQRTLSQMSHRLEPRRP
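Compounds were titrated in qHTS against a Rap1B-BODIPY-GDP (250 nM) complex with EPAC2 (100 nM) and GDP (50 uM). BODIPY-GDP release tracked at 480/540 nm over 30 min at room temperature, normalized to 6.5 mM cAMP.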
EPAC1 antag: antagonists of human EPAC1 | EPAC1 GEF assay, Rap1b-BODIPY-GDP exchange fluorescence | Potency, µM (series often up to 115 µM), for inactives: top-dose activity change, negative = inhibition, most hits filed as inhibitors | 360,000 compounds, 0.14% hits | AID 720709;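 note: plate controls were vehicle for no effect and positive control for full effect; nearly all actives have a fitted effect of over 50% in size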
EPAC2 antagonist: EPAC2 (human) antagonism. EPAC2 GEF exchange of Rap1B-BODIPY-GDP, fluorescence. Potency, µM (doses to about 114 µM), for the others: top-dose activity, negative = inhibition, usual class: inhibitors. AID 720708. 360,000 compounds, 0.18% hits; note: % is set by controls: 0 for no effect and ±100 for the full control effect; nearly all actives have a fitted effect of over 45% in size; many of its hits are not listed in these tables
aSyn yeast inh: inhibitors of alpha-synuclein toxicity in yeast | Potency, µM (highest dose often 46.1 µM), for the others: top-dose growth rescue (activation), actives largely listed as activators | Yeast expressing alpha-synuclein, growth rescue, BacTiter-Glo, 24 h | 370,000 compounds, 0.14% hits | AID 652106; note: % of control where 0% means no effect; nearly all actives have a fitted effect of over 65% in size
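Rescue of yeast growth: cells expressing toxic alpha-synuclein, induced in galactose at OD600 0.02, incubated with compound 24 h at 30 C. ATP luminescence quantified growth; inhibitors of toxicity appear as activators.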
FUS yeast rescue: rescues growth of FUS-expressing yeast; Potency, µM (doses to about 76.6 µM), without a hit: at the top dose growth rescue (activation), most hits filed as activators; S. cerevisiae FUS-expressing, growth rescue, OD600, 24 h; 390,000 compounds, 0.24% hits;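 note: plate controls were DMSO vehicle for no effect and reference control for full effect; nearly all actives have a fitted effect of over 55% in size; some results filed as inactive show a strong effect at the top dose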
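Toxicity suppression screen in FUS-yeast. Cells induced with 2% galactose, starting OD 0.005, treated 24hr at 30C with compounds at multiple final concentrations; growth by OD600.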
* marks the source's active call; other numbers are inactive results; i = inactive; ? = inconclusive; · = no result given; [ ] = dose if it differs, or a comment. Calls come from the whole dose curve; as a rule, active = well fitted curve in the direction sought with a large enough effect; inconclusive = small, poorly fitted or top-dose-only effect, or another doubt; inactive = no such curve, though single readings can be large; an effect the other way counts as inactive or inconclusive. Potency is the fitted concentration of half-maximal effect.

nr | SMILES | EPAC1 agonist | PTHR1 ag | TDP43 rescue | EPAC2 ag
1 | O=C(C(c1ccccc1)C(O)(c1ccccc1)c1ccccc1)N1CCOCC1 (configuration not stated) | 3% | i | -15% | 20%
2 | CSc1ncccc1C(=O)N1CCN(S(=O)(=O)c2ccc(F)cc2)CC1 | 4% | i | -2% | 5%
3 | CCN1CCN(c2nnc(-c3ccccc3)c3ccccc23)CC1 | 9% | i | 11% | 14%
4 | COc1ccc(N(C(=O)c2cccc(OC)c2OC)C2C=CS(=O)(=O)C2)cc1 (configuration not stated) | 1% | -5% | -8% | 0%
5 | CN(C(=O)CN1C(=O)S/C(=C\c2ccccc2)C1=O)C1CCS(=O)(=O)C1 (configuration not stated) | 9% | i | 7% | 10%
6 | CCC(C)c1ccc2oc(-c3ccc(NC(=O)Cn4cnc5c(=O)n(C)c(=O)n(C)c54)cc3)nc2c1 (configuration not stated) | 0% | -16%[57.5 µM] | 0% | -2%
7 | CC(Cl)=CCn1c(NCCc2ccccc2)nc2c1c(=O)n(C)c(=O)n2C | -10% | -95%[inhibitor] | 13% | 4%
8 | O=C(CC(NS(=O)(=O)c1ccc(Cl)cc1)c1ccco1)N1CCc2ccccc21 (configuration not stated) | 16% | i | -14% | 8%
9 | COc1ccc(C2=NOC(CNC(=O)c3ccccc3Br)C2)c(OC)c1 (configuration not stated) | -1% | i | 27% | 4%
10 | CCN(CC)C(=O)CN1CCC(n2c(C)nc3cc(C(F)(F)F)ccc32)CC1 | 3% | -16%[57.5 µM] | 10% | -6%
11 | O=C(OCc1ccccc1)C1CCCN1C(=O)c1cccs1 (configuration not stated) | 9% | ? | 18% | 2%
12 | CCCN1C2=C(C(=O)CCC2)C(c2ccc(O)c(Br)c2)C2=C1CCCC2=O | 0% | i | 3% | 4%

nr | EPAC1 antag | EPAC2 antagonist | aSyn yeast inh | FUS yeast rescue
1 | -19% | -7% | -1% | -1%
2 | -27% | -3% | -6% | 20%
3 | 3% | 7% | 2% | -7%
4 | 10% | -1% | 4% | -10%
5 | -7% | 2% | -1% | -5%
6 | 0% | 1% | -1% | -3%
7 | 2% | 0% | -2% | -2%
8 | -6% | -6% | -6% | 2%
9 | -20% | 1% | 5% | 3%
10 | 7% | 2% | -1% | -4%
11 | -10% | 0% | 1% | 8%
12 | -11% | 1% | -1% | 38%

Later entries
nr | SMILES | EPAC1 agonist | PTHR1 ag | TDP43 rescue | EPAC2 ag
13 | C/C(=N\Nc1nc(N)cc(Cl)n1)c1ccc(Cl)c(Cl)c1 | 0% | -63%[inhibitor] | -12% | 14%
14 | O=C(COC(=O)CNS(=O)(=O)c1ccccc1)NC12CC3CC(CC(C3)C1)C2 | -7% | -49%[inhibitor] | -15%[0.397 µM] | 5%
15 | Clc1ccccc1-c1nc(-c2cccnc2)no1 | -1% | -21%[57.5 µM] | ? | 4%
16 | CCOC(=O)c1nnn(-c2nonc2N)c1CNc1ccccc1 | 5% | i | 15% | -2%
17 | CC(NC(=O)CC1SC(N)=NC1=O)c1ccccc1 (configuration not stated) | 13% | -13% | 13% | 3%
18 | CCN(CC)C(=O)CSc1nc(O)c(Cc2ccccc2)c(=O)n1-c1ccccc1C | 15% | -11% | -14% | 10%
19 | COc1cccc(-c2cc(C(F)(F)F)nc(-n3cc(Cl)cn3)n2)c1 | 7% | -7% | 16% | 8%
20 | Cc1cccc(-c2noc(CN(C(=O)/C=C/c3ccccc3Cl)C(C)C)n2)c1 | 10% | i | 4% | 2%
21 | S=c1[nH]nc(C2CCCCC2)n1/N=C/c1ccc(Cl)cc1 | 3% | i | -7% | 2%
22 | Nc1c(C(=O)Nc2ccccc2)sc2nc(N3CCOCC3)c3c(c12)CCCC3 | 12% | -67%[inhibitor] | -13% | 5%
23 | CCn1c(=O)c2cc(C(=O)Nc3cc(C)on3)sc2c2ccccc21 | -3% | i | 0% | 1%
24 | CCCCCSc1ncccc1C(=O)O | 2% | 5% | -1% | 14%

nr | EPAC1 antag | EPAC2 antagonist | aSyn yeast inh | FUS yeast rescue
13 | -27% | 13% | -7% | 24%
14 | -23% | 2% | -1% | 29%
15 | -4% | -2% | 4% | 6%
16 | 6% | 9% | -8% | 11%
17 | 12% | 6% | -5% | 1%
18 | 3% | -10% | -4% | 29%
19 | -22% | ? | 5% | 27%
20 | 7% | -3% | 0% | 23%
21 | -5% | -12% | 0% | -1%
22 | 14% | 7% | -16% | 25%
23 | -19% | 0% | -8% | -21%
24 | -13% | -3% | 11% | 4%

Additional compounds
nr | SMILES | EPAC1 agonist | PTHR1 ag | TDP43 rescue | EPAC2 ag
25 | COc1cc(=O)[nH]c(SCC(=O)Nc2ccc3ccccc3c2)n1 | -11% | 13% | -20% | 9%
26 | COc1cc(OC)cc(C(=O)N2CCN(c3ncccn3)CC2)c1 | -1% | 0%[57.5 µM] | 15% | 3%
27 | O=C(COC(=O)c1ccc(F)cc1Cl)NC(=O)NC1CCCC1 | -2% | i | 20% | 10%
28 | COC(=O)c1ccc(NC(=O)CSCc2ccccc2)cc1 | 9% | -8% | 19% | 11%
29 | CCOC(=O)N1CCN(C(=O)c2cc3c(-c4cccc(OC)c4)nn(C)c3s2)CC1 | 7% | -14% | ? | 7%
30 | O=C(NC1CCCC1)C(c1cccnc1)N(C(=O)c1ccco1)c1ccc(F)cc1 (configuration not stated) | -6% | i | 3% | -1%
31 | CCc1ccc(NC(=O)c2ccc(F)c(S(=O)(=O)NCC3COc4ccccc4O3)c2)cc1 (configuration not stated) | 8% | -47%[inhibitor] | 26% | 6%
32 | CC(C)C[C@@H]1NC(=O)N(CCCn2ccnc2)C1=O | 5% | -26% | -4% | 8%
33 | CSC1=NCCN1C(=O)c1c(-c2ccccc2Cl)noc1C | -12% | i | 12% | 5%
34 | C=CCn1c(SCC(=O)c2ccc(F)cc2)nnc1-c1ccc2c(c1)OCO2 | -1% | -21% | 1%[9.22 µM] | 1%
35 | C=CC[C@H](CC(=O)N(CCO)Cc1ccccc1)C(=O)N[C@H](COC(=O)[C@@H](CC=C)CC(=O)OC(C)(C)C)Cc1c[nH]c2ccccc12 | -16% | -14% | 23% | -9%
36 | COc1ccc(CCNC(=O)C(=O)NCC2CCCN2S(=O)(=O)c2ccccc2)cc1OC (configuration not stated) | 6% | i | 3% | 11%

nr | EPAC1 antag | EPAC2 antagonist | aSyn yeast inh | FUS yeast rescue
25 | -3% | 0% | -1% | 24%
26 | 9% | 5%[57.1 µM] | 1% | 10%
27 | -9% | 1% | 14% | -4%
28 | -19% | -5% | 1% | -9%
29 | 9% | 1% | -1% | 25%
30 | 10% | 7% | 2% | -6%
31 | -29% | -18% | 1% | ·
32 | 11% | 1% | 1% | -31%
33 | 2% | -7% | 2% | 11%
34 | -18% | -5% | 12% | 14%
35 | -20% | -30% | 1% | ?
36 | 2% | 5% | 2% | 20%

Part of the list above in order of SMILES length, smallest number first.
nr | SMILES | EPAC1 agonist | PTHR1 ag | TDP43 rescue | EPAC2 ag
24 | CCCCCSc1ncccc1C(=O)O | 2% | 5% | -1% | 14%
15 | Clc1ccccc1-c1nc(-c2cccnc2)no1 | -1% | -21%[57.5 µM] | ? | 4%
17 | CC(NC(=O)CC1SC(N)=NC1=O)c1ccccc1 (configuration not stated) | 13% | -13% | 13% | 3%
11 | O=C(OCc1ccccc1)C1CCCN1C(=O)c1cccs1 (configuration not stated) | 9% | ? | 18% | 2%
3 | CCN1CCN(c2nnc(-c3ccccc3)c3ccccc23)CC1 | 9% | i | 11% | 14%
13 | C/C(=N\Nc1nc(N)cc(Cl)n1)c1ccc(Cl)c(Cl)c1 | 0% | -63%[inhibitor] | -12% | 14%
34 | C=CCn1c(SCC(=O)c2ccc(F)cc2)nnc1-c1ccc2c(c1)OCO2 | -1% | -21% | 1%[9.22 µM] | 1%
5 | CN(C(=O)CN1C(=O)S/C(=C\c2ccccc2)C1=O)C1CCS(=O)(=O)C1 (configuration not stated) | 9% | i | 7% | 10%
36 | COc1ccc(CCNC(=O)C(=O)NCC2CCCN2S(=O)(=O)c2ccccc2)cc1OC (configuration not stated) | 6% | i | 3% | 11%
31 | CCc1ccc(NC(=O)c2ccc(F)c(S(=O)(=O)NCC3COc4ccccc4O3)c2)cc1 (configuration not stated) | 8% | -47%[inhibitor] | 26% | 6%
6 | CCC(C)c1ccc2oc(-c3ccc(NC(=O)Cn4cnc5c(=O)n(C)c(=O)n(C)c54)cc3)nc2c1 (configuration not stated) | 0% | -16%[57.5 µM] | 0% | -2%

nr | EPAC1 antag | EPAC2 antagonist | aSyn yeast inh | FUS yeast rescue
24 | -13% | -3% | 11% | 4%
15 | -4% | -2% | 4% | 6%
17 | 12% | 6% | -5% | 1%
11 | -10% | 0% | 1% | 8%
3 | 3% | 7% | 2% | -7%
13 | -27% | 13% | -7% | 24%
34 | -18% | -5% | 12% | 14%
5 | -7% | 2% | -1% | -5%
36 | 2% | 5% | 2% | 20%
31 | -29% | -18% | 1% | ·
6 | 0% | 1% | -1% | -3%

(next part)
nr | SMILES | EPAC1 agonist | PTHR1 ag | TDP43 rescue | EPAC2 ag
37 | CC(=O)Nc1ccc(S(=O)(=O)Nc2nc3ccccc3nc2N2CCOCC2)cc1 | 4% | -19% | 12% | 10%
38 | COc1cccc(/C=C/C(=O)OCC(=O)Nc2nnc(-c3ccccc3)o2)c1OC | -15% | -9% | -14% | -6%
39 | CCOC(=O)c1nn(-c2cccc(OC)c2)c2nc(CC)c(C#N)c(=O)n12 | -6% | i | 8% | 8%
40 | O=C(/C=C/c1ccc([N+](=O)[O-])cc1)c1cccnc1 | 0% | -7% | 10% | 14%
41 | COC(=O)C1CCN(C(c2ccc(OC)c(OC)c2)c2sc3nc(C)nn3c2O)CC1 (configuration not stated) | 1% | i | 17% | 3%
42 | O=C(Nc1c2c(nn1-c1ccc(F)cc1)CS(=O)C2)c1ccc2c(c1)OCO2 (configuration not stated) | 0% | i | 1% | -3%
43 | Cc1cc(Cl)ccc1OCC(=O)Nc1cccc(S(=O)(=O)NC2=NCCCCC2)c1 | 4% | -25% | 2% | 17%

nr | EPAC1 antag | EPAC2 antagonist | aSyn yeast inh | FUS yeast rescue
37 | -12% | -1% | -4% | 17%
38 | ? | 7% | -1% | 53%
39 | 7% | 12% | -3% | ·
40 | 2% | -21% | -6% | ·
41 | 18% | 9% | -3% | -9%
42 | -3% | -3% | -4% | 27%
43 | ? | -14% | 4% | 32%

Only part of the results is shown (hit frequency here may not be typical).
